High-throughput results: PubChem BioAssay, several laboratories
BoNT A protease: inhibitors of Botulinum neurotoxin A light chain protease | inhibition, % at 10 µM | multiplex microsphere protease substrate cleavage, flow cytometry | 360,000 compounds, 0.17% hits | AID 588499; also: plate controls were buffer without enzyme for full effect and enzyme alone for no effect
PrPC TRFRET: inhibitors of human cell surface prion protein PrPC | P04156 | inhibition, % at 13.8 µM | AID 720596 | TR-FRET read-out | 370,000 compounds, 0.43% hits; in the data active = inhibition above about 24%; also: 0% = median of the test wells and 100% = reference compound wells
Yp Topo-I inh: inhibitors of Yersinia pestis topoisomerase I; Y. pestis Topo-I cleavage product accumulation, plate reader; activity, % at 10 µM; 360,000 compounds, 0.064% hits; AID 504884; in the data active = activity above about 50%, passing the limit was not always enough; inconclusive = no clear call, values can overlap the other calls; also: inactives centre near 2
Anthrax LF prot: inhibitors of Bacillus anthracis lethal factor protease. inhibition, % at 10 µM. P15917. 360,000 compounds, 0.12% hits. multiplex microsphere protease cleavage assay, LF. AID 588501; also: plate controls were buffer without enzyme for full effect and enzyme alone for no effect
BoNT-F LC inh: blocks Botulinum neurotoxin F light chain protease. Multiplex microsphere protease cleavage assay, flow cytometry. AID 588497. inhibition, % at 10 µM. 360,000 compounds, 0.22% hits; in the data active = inhibition above about 35%, passing the limit was not always enough; inconclusive = no clear call, values can overlap the other calls; also: plate controls were buffer without enzyme for full effect and enzyme alone for no effect
CCHF vOTU inh: blocks the CCHF virus ovarian tumor domain protease | CCHFV vOTU protease, Pep-AMC fluorescence | inhibition, % at 11.5 µM | 370,000 compounds, 0.55% hits; in the data active = inhibition above about 30%; also: 0% = vehicle wells with enzyme and 100% = no enzyme wells
PfHsp40 yeast: compounds rescuing yeast from Plasmodium falciparum HSP40 toxicity. S. cerevisiae expressing PfHsp40, growth rescue, ATP luminescence. growth rescue, % at 12.5 µM. 340,000 compounds, 0.68% hits. AID 504582; in the data active = growth rescue above about 28%, passing the limit was not always enough; inconclusive = no clear call, values can overlap the other calls;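 also: yeast W303a lacking pdr1 and pdr3 grown in galactose medium; growth measured after three days at 30 °C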
TcdB inh: blocks C. difficile toxin B glycohydrolase activity | 350,000 compounds, 0.24% hits | TcdB glycohydrolase enzymatic assay, plate reader | inhibition, % at 9.99 µM | P18177; in the data active = inhibition above about 10%
FadD28 FP inh: M. tuberculosis FadD28 bisubstrate binding inhibition; FadD28 bisubstrate probe binding, fluorescence polarization; inhibition, % at 12.5 µM; 360,000 compounds, 0.22% hits; AID 588549; in the data active = inhibition above about 8.5%, passing the limit was not always enough; inconclusive = no clear call, values can overlap the other calls
The depositor's hits bear a star; ? = inconclusive; . = no result given; & = joins results of further samples. Rule as the data show it, unless noted: active = inhibition above about 30%; inconclusive = no clear call, values can overlap the other calls; inactive = below that. Rows are unselected (roughly 2.3% active in at least one column).

#	SMILES	BoNT A protease	PrPC TRFRET	Yp Topo-I inh	Anthrax LF prot	BoNT-F LC inh	CCHF vOTU inh	PfHsp40 yeast	TcdB inh	FadD28 FP inh
1	COc1ccc(S(=O)(=O)NC(CC(=O)NCC2CCCO2)c2ccco2)cc1 (stereo not given)	0.7	1	-8	0	0	13	0.0	.	-0.9
2	Cc1nn(CCC(=O)NNC(=S)Nc2ccc(Cl)cc2)c(C)c1[N+](=O)[O-]	2.0	-1	5	-7	6	-2	0.5	.	-0.5
3	Cc1ccc(NC(=S)N/N=C2\CCCCC2C)cc1 (stereo not given)	-1.1	-2	5	-6	-5	2	1.3	0.8	-4.2
4	COc1ccccc1NC(=S)NNC(=O)c1cc(C)nn1C	-0.9	-1	-3	-2	-4	14	-0.9	.	-3.0
5	O=C(CNC(=O)c1ccccc1Cl)Nc1ccncc1	-2.0	-1	2	5	-14	-12	-1.2	0.5	-0.6
6	O=C(COc1ccc(-c2ccccc2)cc1)NN=C1CCCC1	-0.7	-14	6	0	-2	-2	0.4	0.5	-4.0
7	O=C(CC(C(=O)N1CCc2ccccc21)n1ccnc1)NCC1CCCO1 (stereo not given)	3.7	3	-2	0	2	-3	0.6	.	0.1
8	CC(Oc1ccc(Cl)cc1Cl)C(=O)NCCCN1CCOCC1 (stereo not given)	-0.6	-7	5	-3	-4	-8	-0.1	2.2	-1.0
9	CCN(C(=O)CN1CCCC(C)C1)c1c(N)n(Cc2ccccc2)c(=O)[nH]c1=O (stereo not given)	0.5	0	6	2	-2	3	1.1	0.6	-0.4
10	COc1ccc(C2C(C(=O)c3ccc(C)o3)=C(O)C(=O)N2Cc2cccnc2)cc1 (stereo not given)	0.0	0	0	1	5	6	0.0	0.2	-2.4
11	CCc1ccc(NC(=O)C[n+]2cc(-c3ccc(C)cc3)n3c2CCC3)cc1	.	5	2	.	.	5	.	0.7	-2.0
12	CCn1c(SCC(=O)Nc2ccc(OC)c(OC)c2)nnc1-c1c[nH]c2ccccc12	-1.5	7	12	-8	-10	3	-0.8	-0.6	0.1
13	COc1ccc(C(=O)Nc2c(N)nc[nH]c2=O)cc1	-0.1	1	6	-2	4	-11	-0.6	-0.9	0.7
14	Cc1ccc(C(=O)NNC(=O)C2CCN(Cc3ccc(Cl)c(Cl)c3)CC2)cc1	0.4	1	-3	0	6	-6	-0.7	.	-4.4
15	CC(C)OC(=O)CC12CN(C)CC(CC(=O)OC(C)C)(CN(C)C1)C2=O	0.6	2	-1	-3	-1	-13	-1.5	.	-2.8
16	COc1ccc(-n2nc3c(c2NC(=O)C2CCCC2)CS(=O)C3)cc1 (stereo not given)	-0.1	7	-6	0	-3	10	0.0	1.7	-3.5
17	Cc1c(NC(=O)CSc2nnc3sc4ccccc4n23)c(=O)n(-c2ccccc2)n1C	0.6	3	3	-11	-2	3	-0.3	.	0.7
18	CC1=C(C(=O)N2CCOCC2)CC(CC(=O)NC2CCCC2)C(=O)N1Cc1ccc(C(C)(C)C)cc1 (stereo not given)	-0.3	0	32	3	-1	14	.	0.9	-0.4
19	Cc1ccc(CNC(=O)CN2C(=O)NC(C)(c3ccc(Cl)cc3)C2=O)cc1 (stereo not given)	-0.3	7	-5	16	-25	-2	0.9	2.5	0.8
20	C[C@H]1CN([C@@H](C)CO)C(=O)Cc2cc(NC(=O)C3CC3)ccc2O[C@H]1CN(C)Cc1ccc(C(=O)O)cc1	0.1	4	-4	-3	10	-3	-0.9	1.8&-0.9	-0.7

13 compounds out of the list, arranged by length of the SMILES, lowest first:
#	SMILES	BoNT A protease	PrPC TRFRET	Yp Topo-I inh	Anthrax LF prot	BoNT-F LC inh	CCHF vOTU inh	PfHsp40 yeast	TcdB inh	FadD28 FP inh
5	O=C(CNC(=O)c1ccccc1Cl)Nc1ccncc1	-2.0	-1	2	5	-14	-12	-1.2	0.5	-0.6
13	COc1ccc(C(=O)Nc2c(N)nc[nH]c2=O)cc1	-0.1	1	6	-2	4	-11	-0.6	-0.9	0.7
8	CC(Oc1ccc(Cl)cc1Cl)C(=O)NCCCN1CCOCC1 (stereo not given)	-0.6	-7	5	-3	-4	-8	-0.1	2.2	-1.0
7	O=C(CC(C(=O)N1CCc2ccccc21)n1ccnc1)NCC1CCCO1 (stereo not given)	3.7	3	-2	0	2	-3	0.6	.	0.1
16	COc1ccc(-n2nc3c(c2NC(=O)C2CCCC2)CS(=O)C3)cc1 (stereo not given)	-0.1	7	-6	0	-3	10	0.0	1.7	-3.5
1	COc1ccc(S(=O)(=O)NC(CC(=O)NCC2CCCO2)c2ccco2)cc1 (stereo not given)	0.7	1	-8	0	0	13	0.0	.	-0.9
11	CCc1ccc(NC(=O)C[n+]2cc(-c3ccc(C)cc3)n3c2CCC3)cc1	.	5	2	.	.	5	.	0.7	-2.0
15	CC(C)OC(=O)CC12CN(C)CC(CC(=O)OC(C)C)(CN(C)C1)C2=O	0.6	2	-1	-3	-1	-13	-1.5	.	-2.8
14	Cc1ccc(C(=O)NNC(=O)C2CCN(Cc3ccc(Cl)c(Cl)c3)CC2)cc1	0.4	1	-3	0	6	-6	-0.7	.	-4.4
12	CCn1c(SCC(=O)Nc2ccc(OC)c(OC)c2)nnc1-c1c[nH]c2ccccc12	-1.5	7	12	-8	-10	3	-0.8	-0.6	0.1
9	CCN(C(=O)CN1CCCC(C)C1)c1c(N)n(Cc2ccccc2)c(=O)[nH]c1=O (stereo not given)	0.5	0	6	2	-2	3	1.1	0.6	-0.4
18	CC1=C(C(=O)N2CCOCC2)CC(CC(=O)NC2CCCC2)C(=O)N1Cc1ccc(C(C)(C)C)cc1 (stereo not given)	-0.3	0	32	3	-1	14	.	0.9	-0.4
20	C[C@H]1CN([C@@H](C)CO)C(=O)Cc2cc(NC(=O)C3CC3)ccc2O[C@H]1CN(C)Cc1ccc(C(=O)O)cc1	0.1	4	-4	-3	10	-3	-0.9	1.8&-0.9	-0.7

Additional structures follow.
#	SMILES	BoNT A protease	PrPC TRFRET	Yp Topo-I inh	Anthrax LF prot	BoNT-F LC inh	CCHF vOTU inh	PfHsp40 yeast	TcdB inh	FadD28 FP inh
21	Cc1cc(N2O[C@]34C=C[C@]25C[C@@H](O)CC[C@]5(C)C3CC[C@]2(C)[C@@H]([C@H](C)/C=C/[C@H](C)C(C)C)CC[C@H]24)no1 (stereo not given in full)	-0.7	-2	13	-5	2	0	-2.1	1.1	-1.2
22	Cc1nnc(N/N=C/c2c[nH]c3ccccc23)[nH]c1=O	-1.5	1	2	-4	8	27	-0.2	-1.2	0.4
23	O=C(N/N=C/c1ccc(OCc2cnc(Cl)s2)cc1)c1ccncc1	-1.0	-2	-4	-3	-10	12	-0.8	-2.4	-4.5
24	CCOP(=O)(NC12CC3CC(CC(C3)C1)C2)NC12CC3CC(CC(C3)C1)C2	-2.2	-3	14	-6	-10	-5	0.2	0.0	-0.2
25	O=C1Nc2ccccc2/C1=C/c1cnc(-c2ccccc2)[nH]1	.	3	-9	.	.	-2	1.4	1.6	-1.1
26	COc1ccc(N2C(=O)C3CCCN3C2c2ccc(Cl)cc2)cc1 (stereo not given)	-0.7	-3	3	-5	-2	23	-0.2	1.1	-3.0
27	O=C(Nc1ccccc1C(=O)Nc1ccccc1)c1ccco1	0.7	2	7	-2	12	-3	0.1	0.8	-0.9
28	CCOC(=O)c1ccc(NC(=O)c2nc[nH]c2C(=O)N[C@H](C)CO)cc1	-0.1	13	3	-4	1	12	.	-1.2	-2.3
29	CCCOc1cccc(C2/C(=C(\O)c3ccc4c(c3)OCCO4)C(=O)C(=O)N2CCCn2ccnc2)c1 (stereo not given)	0.5	7	-4	-3	-6	-11	0.6	0.2	0.6
30	OC(COCCC12CC3CC(CC(C3)C1)C2)CN1CCCCC1 (stereo not given)	-1.4	2	-2	-4	-9	-16	2.9	1.8	-4.4
31	O=C1CC(C(=O)Nc2cccc(F)c2)n2ncnc2N1 (stereo not given)	0.4	13	5	-1	1	3	1.7	0.7	-0.5
32	O=C(Nc1cccc(S(=O)(=O)N2CCCCC2)c1)c1ccc(OCC2CCCO2)cc1 (stereo not given)	1.7	15	-2	1	3	-13	0.2	1.0	-0.1
33	Cc1cc(C)cc(NC(=O)C(OC(=O)c2ccc([N+](=O)[O-])o2)c2ccccc2)c1 (stereo not given)	-0.8	-16	-18	-2	-3	-2	0.2	.	-2.7
34	CCOC(=O)CSc1nc(N)c2c3c(sc2n1)CCCC3	-0.6	7	29	5	?	9	1.2	.	-2.2
35	Cn1c(O)c(N=NC(=O)CNC(=O)c2ccco2)c2ccccc21	-0.5	-19	-2	-2	-1	7	-1.0	1.8	0.6
36	Cc1nc2ccc([N+](=O)[O-])cc2[nH]1	-0.8	0	-9	-6	-2	-6	-0.8	1.6	-2.9
37	COc1cc(/C=N/NC(=O)c2ccc3ccccc3c2)ccc1Oc1ccc([N+](=O)[O-])cn1	-0.5	-3	3	-2	2	-1	1.6	-0.5	1.2
38	CC1CCN(c2ccc(-c3cccc(NC(=O)C(F)(F)F)c3)nn2)CC1	-1.3	2	-2	1	-6	18	-1.1	0.8	-3.4
39	CCN(CC(=O)Nc1cccc(S(=O)(=O)N2CCOCC2)c1)Cc1ccccc1	-4.5	4	13	0	-4	-6	1.0	1.7	-4.8
40	Cc1ccc(C(=O)c2coc3ccc(O)c(Cl)c23)cc1	0.4	-5	0	-14	-3	3	-0.3	.	-5.9

#	SMILES	BoNT A protease	PrPC TRFRET	Yp Topo-I inh	Anthrax LF prot	BoNT-F LC inh	CCHF vOTU inh	PfHsp40 yeast	TcdB inh	FadD28 FP inh
41	Cc1nc2ccc(NC(=O)c3ccc4ccccc4n3)cc2s1	0.3	2	9	-1	3	-16	-0.7	0.2	1.8
42	CC(C)(C)c1nnc(NC(=O)C2CC(=O)N(CCc3ccc(F)cc3)C2)s1 (stereo not given)	-1.3	-4	19	6	4	9	0.0	5.8	-1.0
43	COc1ccccc1N1CCN(C(=O)CCNS(=O)(=O)c2ccc(Br)s2)CC1	0.2	-6	23	1	-2	12	10	.	-2.1
44	Cc1ccc(-c2cc(-c3c(C)nn(C)c(=O)c3N)[nH]n2)cc1	-0.7	-8	5	-2	0	-13	0.3	2.0	-3.3
45	CCc1ccccc1NC(=O)c1cc(S(=O)(=O)N2CCCC2)c[nH]1	-0.5	8	5	-3	-13	0	0.2	0.9	-3.5
46	COc1ccccc1CCC(=O)N1CCC(n2nccc2NC(=O)C2CCOC2)CC1 (stereo not given)	3.5	2	1	-3	-1	-6	0.5	2.0	-2.4
47	CCOC(=O)c1c(NC(=S)Nc2ccc(OC)cc2)sc2c1CCC2	0.7	8	-4	-1	-2	-9	0.4	-1.8	-2.4
48	CCCCC/C=N\NC(=O)Cc1ccc([N+](=O)[O-])cc1	0.1	-5	3	1	-2	2	-0.1	-0.8	-4.7
49	CCOC(=O)c1ccc(N2C(=O)CC(Sc3nnc(C)s3)C2=O)cc1 (stereo not given)	-1.0	1	-4	-2	2	4	3.1	.	0.7
50	CCn1c(SCC(=O)c2cccs2)nnc1-c1cccs1	0.7	0	2	-2	-2	-14	-1.3	.	-0.6
51	CCCCn1c(N)c(N(CC(C)C)C(=O)CSc2ccc3c(c2)OCCO3)c(=O)[nH]c1=O	0.3	-6	-2	-5	-1	-14	-1.5	0.0	-0.4
52	Cc1ccc(S(=O)(=O)NCCC(=O)N2CCCCCC2)cc1	-3.7	3	-1	-2	-2	-8	-1.0	0.0	0.0
